HUVEC prolif 384: inhibitors of human endothelial cell proliferation | 86,000 compounds, 1.1% hits | HUVEC proliferation, CellTiter-Glo luminescence, 72 h; hits give low values | AID 648 | viability, % at 10 µM (by protocol);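 active = viability at or below 30%; inactive = viability above 30%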;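 note: 100% = median luminescence of DMSO-only cell control wells on each plate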
Ecoli WT expand: blocks growth of wild type E. coli BW25113; growth inhibition, % at 100 µM; 98,000 compounds, 0.15% hits; OD600 absorbance;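 active = growth inhibition above about 50% at one test dose, limit read from the data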;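 note: growth measured after 20 h incubation at 37 °C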
H69AR growth 86K: growth inhibitors of human H69AR lung tumor cells; H69AR lung tumor viability, ATP luminescence, 72 h; hits give low values; viability, % at 10 µM; 85,000 compounds, 6% hits;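 active = viability at or below 40%; inactive = viability above 40%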;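 note: multidrug resistant small cell line overexpressing MRP-1 efflux transporter; 100% = mean luminescence of untreated control wells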
PostGolgi yeast: growth inhibition of a yeast mutant, post-Golgi transport screen. post-Golgi transport phenotypic cell assay. inhibition, % at 10 µM. 98,000 compounds, 0.9% hits. AID 739;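 note: yeast cells grown in 1536-well plates; yeast grown about 18 h at 30C before absorbance read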
S1P2 ag: activates the human S1P2 receptor; O95136; S1P2-expressing cell line, agonist reporter read-out; activation, % at 4.5 µM; 97,000 compounds, 0.46% hits; AID 729; in the data active = activation above about 16%;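 note: 0% = vehicle low control and 100% = maximal reference agonist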
Target sequence (O95136 whole entry, looked up): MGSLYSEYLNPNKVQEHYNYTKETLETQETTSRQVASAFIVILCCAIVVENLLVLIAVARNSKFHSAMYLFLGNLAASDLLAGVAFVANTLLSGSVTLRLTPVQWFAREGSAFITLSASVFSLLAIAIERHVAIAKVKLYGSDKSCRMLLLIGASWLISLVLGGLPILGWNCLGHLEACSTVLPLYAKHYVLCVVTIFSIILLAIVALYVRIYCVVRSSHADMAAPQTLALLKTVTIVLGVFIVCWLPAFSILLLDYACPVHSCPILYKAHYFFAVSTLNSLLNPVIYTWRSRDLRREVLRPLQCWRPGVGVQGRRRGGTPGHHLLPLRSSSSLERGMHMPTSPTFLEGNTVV
PostGolgi ctrl: growth of the yeast control strain, post-Golgi counter-screen; efflux-deficient yeast background strain, growth absorbance A615, 16 h; 98,000 compounds, 5% hits; inhibition, % at 10 µM
hDAT+cocaine: changed human dopamine transporter uptake under cocaine IC80. AID 449768. 110,000 compounds, 1.3% hits. B-score at 10 µM. LLC-PK1 hDAT cells, [14C]-dopamine uptake with cocaine IC80; actives deviate in either direction. Q01959;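 active = Z score or B-score, a plate-position-corrected score, falls beyond the plate's 99.7% confidence bounds, in either direction; inactive = both scores lie inside the 99.7% bounds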;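 note: scored against the spread of the other compound wells on the same plate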
Target sequence (Q01959 whole entry, looked up): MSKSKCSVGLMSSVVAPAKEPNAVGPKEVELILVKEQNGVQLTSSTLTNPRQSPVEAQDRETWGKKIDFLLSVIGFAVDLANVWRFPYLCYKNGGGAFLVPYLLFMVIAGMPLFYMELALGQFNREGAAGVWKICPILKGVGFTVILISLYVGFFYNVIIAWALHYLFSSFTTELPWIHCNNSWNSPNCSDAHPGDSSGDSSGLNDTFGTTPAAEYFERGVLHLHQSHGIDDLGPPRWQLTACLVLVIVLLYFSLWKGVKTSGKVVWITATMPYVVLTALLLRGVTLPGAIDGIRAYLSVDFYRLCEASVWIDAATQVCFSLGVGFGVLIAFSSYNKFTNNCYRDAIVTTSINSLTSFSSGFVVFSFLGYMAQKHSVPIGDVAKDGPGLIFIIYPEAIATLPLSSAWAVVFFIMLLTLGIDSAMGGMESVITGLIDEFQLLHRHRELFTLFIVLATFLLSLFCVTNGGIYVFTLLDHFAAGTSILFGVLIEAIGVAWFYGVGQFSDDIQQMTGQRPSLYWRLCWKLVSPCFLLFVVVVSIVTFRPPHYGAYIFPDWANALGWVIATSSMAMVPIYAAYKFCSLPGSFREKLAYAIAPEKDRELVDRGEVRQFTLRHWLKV
Lung fibro prol: blocks proliferation of human lung fibroblasts; LL 47 human lung fibroblast viability, ATP luminescence; hits give low values; viability, % at 10 µM; 85,000 compounds, 1.1% hits;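 active = viability at or below 50% in the single dose screen; inactive = viability above 50%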;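 note: compound exposure lasted 72 h before the ATP readout; 100% = median luminescence of untreated cell-only wells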
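Material: Human LL 47 lung fibroblast cells | Input: 1,150 cells/well | Buffer or medium: IMEM plus 15% FBS | Compound dosing: 0.1% DMSO in all compound wells | Times: Overnight cell rest, 72 h compound treatment at 37 °C | Signal: CellTiter-Glo luminescence measuring cellular ATP | Measure: % viability versus median cells-only luminescence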
S1P2 antag: antagonists of human S1P2 receptor. O95136. cell-based S1P2 antagonist assay, inhibition at 5 uM. inhibition, % at 5 µM. 97,000 compounds, 0.21% hits. AID 736; in the data active = inhibition above about 45%;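 note: CRE beta-lactamase reporter cells expressing human S1P2 stimulated with S1P; 0% = agonist at EC80 alone and 100% = agonist plus reference antagonist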
Active calls of the source: *; . = no result given. Cut-off read from the data, not from the text of the source, unless noted: active = inhibition above about 30%; inactive = the rest.

SMILES	HUVEC prolif 384	Ecoli WT expand	H69AR growth 86K	PostGolgi yeast	S1P2 ag	PostGolgi ctrl	hDAT+cocaine	Lung fibro prol	S1P2 antag
CCOC(=O)C1(CC)NC(c2ccco2)C2C(=O)N(c3ccc(C)cc3)C(=O)C21 (configuration not stated)	99.0	6.0	79.7	3.6	-4.4	9.4	-1.72	100.5	-33.8
CCOC(=O)C1=C(C)NC2=C(C(=O)CC(c3ccc(OC)c(OC)c3)C2)C1c1ccc(C)o1 (configuration not stated)	102.4	8.0	81.3	13.3	1.9	2.2	.	96.7	-9.7
Cc1nc2ncnn2c(N2CCN(C(c3ccccc3)c3ccccc3)CC2)c1C	63.3	6.0	79.4	16.0	-5.9	28.3	3.15*	102.2	18.9
CSCCC1C(=O)OC2(C)CC(C)(C)NC(=S)N12 (configuration not stated)	96.7	.	90.7	.	-1.6	.	0.835	102.9	-14.9
COC(=O)c1sccc1-c1ccc(C(=O)Nc2ccccc2)o1	.	-24.0	.	-0.7	-6.1	18.6	-0.0645	.	-0.8
Cc1c(NC(=O)c2cc(-n3cnnc3)ccc2Cl)cccc1-c1nc2ccccc2s1	.	-4.0	.	2.5	-3.2	1.4	0.176	.	4.7
O=C(COc1cc(O)c2c(=O)cc(-c3ccccc3)oc2c1)c1ccccc1	.	-4.0	.	5.5	-6.0	25.3	-0.735	.	9.8
Cc1ccc(S(=O)(=O)NC(C)C(c2cccs2)N2CCN(C)CC2)cc1 (configuration not stated)	88.2	.	91.5	.	-2.3	.	-0.139	92.2	0.2
O=C(Nc1cccc(Oc2ccc3c(c2)C(=O)NC3=O)c1)c1ccco1	98.0	4.0	82.1	7.4	-2.9	11.0	0.608	100.3	-5.0
Cc1ccc(S(=O)(=O)N2CCN(Cc3cccc(C)c3O)CC2)cc1	90.8	-7.0	94.7	8.8	-5.7	6.0	0.109	101.6	-4.8
CCc1ccccc1NC(=S)NC1CC2CCCC(C1)N2Cc1cccs1 (configuration not stated)	.	-6.0	.	15.3	-5.2	-0.5	0.0536	.	-3.9
Cc1ccc(NC2=CC(=O)OC(C)C2)cc1 (configuration not stated)	.	8.0	.	-4.6	-2.0	5.8	-0.953	.	-5.0
Cc1ccc(NC(=O)CS(=O)CC(=O)NCCCN(C)c2ccccc2)cc1 (configuration not stated)	.	7.0	.	1.5	-0.2	0.8	-0.985	.	11.7
CC(=O)c1cccc(N=C2NC(=O)C(CO)(CO)S2)c1	93.2	-11.0	90.7	-8.7	-4.8	-0.9	-0.882	105.5	-7.0
CCCOc1ccc(CCN2CCC(=O)NC2=O)cc1C	.	8.0	.	6.0	1.8	11.7	-0.389	.	9.2
CCC(C)C1NC(=S)N(C2CCCCC2)C1=O (configuration not stated)	.	-2.0	.	-5.2	-3.9	8.4	0.48	.	-19.4
Cc1ccc(NC(=O)C2CCCN(S(=O)(=O)c3ccc4c(c3)oc(=O)n4C)C2)nc1 (configuration not stated)	105.9	7.0	94.4	-3.9	.	1.2	-0.241	93.6	.
O=C(NCCCCc1ccccc1)C12CN(Cc3ccccc3)CC1C(c1cccc([N+](=O)[O-])c1)=NO2 (configuration not stated)	.	-15.0	.	-8.3	-12.3	6.8	0.589	.	11.2
COc1cc(OC)cc(C(=O)NC(=S)Nc2cccnc2)c1	.	-2.0	.	-3.5	-6.8	15.0	0.386	.	-12.4
CC1=C(C(=O)OC(C)C)C(c2c[nH]c3ccccc23)n2ncnc2N1 (configuration not stated)	100.9	-4.0	88.2	1.7	-3.6	3.3	-0.409	90.0	-1.9
Cc1ccsc1/C=C1\SC(N2CCOCC2)=NC1=O	.	2.0	.	8.1	-6.5	11.9	1.78	.	10.3
CC(C)SCCCOc1ccc(C(C)(C)C)cc1	99.6	2.0	103.4	12.0	-2.2	9.0	-0.492	98.2	4.1
O=C(COC(=O)c1ccc(S(=O)(=O)N2CCCC2)cc1)NCc1ccccc1	102.9	1.0	95.2	25.4	-6.0	-3.8	-1.51	99.8	6.4
CCS(=O)(=O)CCSc1nc(C)cc(C)c1C#N	95.9	7.0	90.0	2.7	-3.0	4.0	-0.783	107.5	2.1
Clc1cccc(Cl)c1/C=C/c1nc2ccccc2[nH]1	.	-5.0	.	8.3	-3.7	65.9*	-0.0261	.	-5.0
CCCCCCn1c(SCC(=O)c2c(N)n(C)c(=O)n(C)c2=O)nc2ccccc21	50.1	-8.0	24.1*	4.6	-3.5	8.1	-0.726	40.2*	-28.6
O=C1CCCC(O)=C1C1C2=C(CCCC2=O)Oc2ccccc21 (configuration not stated)	83.1	-1.0	93.9	-0.5	-2.1	3.0	-1.21	94.8	16.2
O=C(C1CCN(S(=O)(=O)c2cccc3nsnc23)CC1)N1CCN(c2ccccc2F)CC1	101.7	-4.0	60.7	-7.1	-3.1	-4.8	0.299	96.2	9.1
c1ccc(NCc2nnc3n2CCCCC3)cc1	103.5	-2.0	98.3	0.3	-3.3	11.9	1.94*	87.3	9.4
O=C(Nc1nnc(-c2ccc3c(c2)OCCO3)o1)c1ccc(Cc2ccccc2)cc1	9.6*	-1.0	37.0*	-4.0	0.5	10.7	-0.201	89.0	4.3
Cc1onc(-c2c(Cl)cccc2Cl)c1C(=O)Nc1ccc2c(c1)OCO2	84.4	-2.0	73.1	0.2	-2.1	-0.4	0.651	91.1	10.8
CCOC(=O)[C@H](CCc1ccccc1)N[C@@H](C)C(=O)N1CCC[C@H]1C(=O)O	101.7	.	97.8	.	.	.	-0.00601	99.1	.
CC(C)c1nnc(NC(=O)C2CCN(c3nc4ccccc4s3)CC2)s1	88.7	-6.0	55.4	5.3	.	33.6*	1.68	100.9	.
CC(=O)Nc1c(O)n(C)c2ccccc12	.	5.0	.	14.8	.	-0.3	0.0304	.	.
CC(=O)N1CCN(C2=NC(=O)C(=C3CCCCC3)S2)CC1	90.5	.	81.8	.	-7.8	.	-0.379	95.1	-19.1
O=C(CSc1nnc(-c2ccccn2)n1Cc1ccco1)Nc1ccc2c(c1)OCO2	92.4	0.0	82.0	10.1	-4.2	23.0	-0.373	102.9	-4.4
CNC(=O)/C=C1\NC(C)(C)Cc2ccccc21	105.5	6.0	115.0	6.2	-7.8	19.3	0.439	106.8	14.2
Cc1cc(C(=O)CN(Cc2ccc(F)cc2)S(=O)(=O)c2ccc3c(c2)OCCO3)c(C)n1C	100.6	-14.0	80.8	19.8	-5.7	5.2	0.873	94.6	4.7
COc1ccc(NC(=O)C2CCN(C(=O)NCc3ccccc3)CC2)cc1	96.7	-3.0	102.4	-0.8	-3.6	17.7	-0.777	107.1	2.6
CN1CCN(c2oc(-c3ccco3)nc2S(=O)(=O)c2ccccc2)CC1	93.2	-6.0	107.0	2.0	.	-0.4	-0.249	98.8	.
CCc1ccccc1NC(=O)C1NC(=O)CC1c1ccccc1 (configuration not stated)	100.6	7.0	88.8	-10.6	-2.2	-2.2	-0.000185	101.6	-28.9
CCOc1ccc(C(O)c2nccn2Cc2ccccc2)cc1 (configuration not stated)	.	15.0	.	-3.6	-1.1	3.3	-0.015	.	7.2
CCOC(=O)N1CCN(C(=O)c2cc(S(=O)(=O)N3CCCC3)cn2C)CC1	105.7	2.0	83.3	-2.3	-6.0	-3.7	-0.072	101.8	-16.1
CC(C)CN(CC(C)C)C(=O)C12CCC(C)(C(=O)C1)C2(C)C (configuration not stated)	94.7	10.0	89.9	-1.3	-4.5	8.9	0.0274	103.9	17.6
CC(C)(C)C(=O)NC1CCN(S(=O)(=O)c2ccccc2F)CC1	99.5	-4.0	88.5	-0.5	-1.9	28.7	-0.0915	93.6	-0.4
CC(C)OC(=O)CSc1nnc(-c2ccco2)n1N	96.6	-1.0	94.5	7.9	-1.1	-2.2	.	94.4	-0.1
CN(C)c1ccnc(N(Cc2ccccc2)Cc2ccccc2)c1C#N	90.3	6.0	96.5	-8.7	-3.3	20.4	1.17	96.6	-8.1
COc1cc(CN2CC(C)OC(C)C2)cc(OC)c1 (configuration not stated)	95.5	.	101.4	.	-8.2	.	-1.47	89.5	-0.5
CCCOC(=S)NC(=O)c1sc2ccccc2c1Cl	.	1.0	.	-6.1	-5.2	7.3	0.468	.	-1.1
Cc1cccc(C)c1N1CC(=O)N(c2c(C)cccc2C)CC1=O	96.0	6.0	85.3	-16.6	-4.4	-4.6	-0.0932	97.4	8.7

Next part:
SMILES	HUVEC prolif 384	Ecoli WT expand	H69AR growth 86K	PostGolgi yeast	S1P2 ag	PostGolgi ctrl	hDAT+cocaine	Lung fibro prol	S1P2 antag
O=c1[nH]c2c(c3c1CCCC3)CCCC2	95.8	3.0	85.8	0.9	-7.3	5.8	0.572	95.6	4.6
Cc1cc(C)nc(Nc2n[nH]c(-c3cccc4ccccc34)n2)n1	98.1	-9.0	66.8	-8.7	-6.2	25.2	-0.331	101.1	10.8
Cc1cccc(-n2nc(C)cc2N)c1	80.0	11.0	89.4	3.7	-1.4	5.2	0.435	93.6	-7.7
Cc1nn(-c2ncc(C(F)(F)F)cc2Cl)c(=O)n1-c1ccccc1	80.7	-3.0	104.2	-2.1	-0.9	10.2	0.527	97.3	1.5
CCCNC(=O)CS(=O)(=O)Cc1nc(-c2ccccc2C)oc1C	97.8	5.0	89.9	4.9	.	4.3	-1.05	92.8	.
c1ccc(-c2ccccc2-c2nc(-c3cccnc3)no2)cc1	75.9	4.0	76.3	38.5*	-4.7	33.7*	0.804	95.0	-13.9
COC(=O)CN(C#N)c1nc(OC)nc(N(C)C)n1	99.8	5.0	91.1	4.9	-7.4	3.4	0.903	101.4	17.4
CC(CC(=O)Nc1nncs1)c1ccccc1 (configuration not stated)	90.0	.	65.3	.	-10.8	.	-1.39	99.8	9.2
C/C(=N\NC(=O)C(NC(=O)c1ccccc1)C(C)C)c1ccccc1 (configuration not stated)	.	-4.0	.	-2.2	-6.2	11.4	-1.23	.	6.3
CCc1cn([C@H]2C[C@H](O)[C@@H](CO)O2)c(=O)[nH]c1=O	96.6	.	87.4	.	.	.	-0.489	92.8	.

Reprinted from the part before: 5 compounds, then new ones.
SMILES	HUVEC prolif 384	Ecoli WT expand	H69AR growth 86K	PostGolgi yeast	S1P2 ag	PostGolgi ctrl	hDAT+cocaine	Lung fibro prol	S1P2 antag
c1ccc(-c2ccccc2-c2nc(-c3cccnc3)no2)cc1	75.9	4.0	76.3	38.5*	-4.7	33.7*	0.804	95.0	-13.9
COC(=O)CN(C#N)c1nc(OC)nc(N(C)C)n1	99.8	5.0	91.1	4.9	-7.4	3.4	0.903	101.4	17.4
CC(CC(=O)Nc1nncs1)c1ccccc1 (configuration not stated)	90.0	.	65.3	.	-10.8	.	-1.39	99.8	9.2
C/C(=N\NC(=O)C(NC(=O)c1ccccc1)C(C)C)c1ccccc1 (configuration not stated)	.	-4.0	.	-2.2	-6.2	11.4	-1.23	.	6.3
CCc1cn([C@H]2C[C@H](O)[C@@H](CO)O2)c(=O)[nH]c1=O	96.6	.	87.4	.	.	.	-0.489	92.8	.
O=C(NCc1ccc2c(c1)OCO2)c1cccc(C(=O)NCc2ccc3c(c2)OCO3)c1	82.3	-7.0	93.3	6.6	-6.0	2.7	.	99.9	7.4
Cc1cccc(NC(=S)NNC(=S)NCc2ccccc2)c1	90.7	-2.0	98.8	-4.0	-4.6	4.3	-0.0611	100.1	9.0
CSc1nnc(Nc2ccccc2C)s1	.	10.0	.	-6.0	-2.8	7.8	0.283	.	-14.1
Oc1ccccc1/C=N/n1c(-c2cccs2)n[nH]c1=S	.	5.0	.	-4.2	-2.6	7.5	-0.0703	.	7.5
O=C(CN(Cc1ccccc1)S(=O)(=O)c1ccccc1)N/N=C/c1ccc2c(c1)OCO2	.	-5.0	.	0.2	-7.8	10.1	-0.249	.	8.0
CCc1ncc(C(O)c2cccc(OC)c2OC)n1C (configuration not stated)	93.3	5.0	88.8	-3.4	-1.2	7.9	-1.4	98.5	-4.1
Cc1ccc(-c2nn(C)c(=O)c3ccccc23)cc1CNC(=O)CSc1nc2ccccc2o1	92.7	-7.0	75.9	1.4	-4.3	7.3	-0.362	92.0	-6.1
